Source: PubChem BioAssay (National Center for Advancing Translational Sciences (NCATS))
ATXN viability = viability counter-screen for ATXN expression inhibitors; S2 cells (HEK-293 line with an ATXN2-luciferase reporter) viability, CellTiter-Fluor protease fluorescence, 24 h; Potency, µM (doses to about 56.7 µM), hits mostly cytotoxic; 0.49% of 400,000 active; AID 651635; also: potency is read from the fitted curve at half-maximal effect; nearly all actives have a fitted effect of over 40% in size
IL-1B inflam inh = inflammasome signaling inhibition, IL-1 beta readout; THP-1 LPS/ATP IL-1B secretion, AlphaLISA, 16 h; active compounds read low; activity change, % at 57.5 µM; 4.7% of 360,000 active; AID 743279; in the data active = activity change below about -50%; inconclusive = mostly about -30% to -49%; also: % is scaled to controls: 0 for no effect and ±100 for the full control effect
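Secreted IL-1B measured by AlphaLISA bead assay after 16 h compound exposure of THP-1 cells; compounds (final up to 57.5 uM) added 1 h before LPS (250 ng/mL) and ATP (1.25 mM) stimulation; lower signal means less secretion.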
ATXN2 expr inh = reduces ATXN2 reporter expression in HEK-293 cells | HEK-293 ATXN2-luciferase reporter, luminescence, 24 h | Potency, µM (doses to about 57 µM), without a hit: at the highest dose activity change, negative = inhibition, actives largely listed as inhibitors | 0.72% of 360,000 active | AID 1745845; also: potency is read from the fitted curve at half-maximal effect; % is scaled to controls: 0 for no effect and ±100 for the full control effect; nearly all actives have a fitted effect of over 55% in size
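ATXN2-luciferase reporter cells (luciferase flanked by upstream and downstream ATXN2 gene portions) were treated 24 h at 37 °C with compounds at up to 57 uM. SteadyGlo luminescence gave expression; GF-AFC fluorescence gave viability.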
SW480 rerep = induces DNA re-replication in SW480 colon adenocarcinoma cells; 1.8% of 340,000 active; SW480 DNA re-replication, Hoechst DNA content imaging, 48 h; Potency, µM (top dose mostly 46.1 µM), inactives show at the highest dose re-replication activation, usual class: activators; also: potency is read from the fitted curve at half-maximal effect; % of control where 0% means no effect; nearly all actives have a fitted effect of over 55% in size
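Quantitative HTS format with DMSO vehicle controls; 48 hr drug incubation at 37 C, then 40 min Hoechst staining and scanning imager measurement at 405 nm excitation.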
HepG2 viability = HepG2 cytotoxicity, counter-screen for TGF-b inhibitors | HepG2 CAGA-GFP viability, ATP luminescence, 18 h | Potency, µM (titrated, usually from 46.1 µM), for the others: top-dose activity change, negative = cytotoxicity, hits mostly cytotoxic | 0.76% of 410,000 active; also: potency is read from the fitted curve at half-maximal effect; some results filed as inactive show a strong effect at the top dose
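HepG2 CAGA-GFP cells (1000/well, DMEM with 1% FBS) received compound, then TGF-beta at 500 pg/mL final, and were incubated 18 hours at 37 degrees C. Viability was read by CellTiter-Glo luminescence. Media-only wells were set as complete cell-killing and DMSO as no toxicity.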
HT1080 IDH1KD tx = kills HT-1080 cells with IDH1 knockdown. 2% of 360,000 active. HT-1080 IDH1 knockdown viability, ATP luminescence, 48 h. Potency, µM (series often up to 46.1 µM), for the others: at the top dose activity, negative = toxicity, actives largely listed as cytotoxic;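 also: potency is read from the fitted curve at half-maximal effect; 0% = DMSO wells and -100% = cell-free medium wells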
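CellTiter-Glo luminescence after 48 h compound exposure at 37 degrees C of IDH1-knockdown HT-1080 cells in 5% FBS RPMI. %Activity scaled between DMSO wells and cell-free media wells, with curves fitted and assigned curve classes.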
KB-3-1 cytotox = KB-3-1 parental cell cytotoxicity; KB-3-1 viability, CellTiter-Glo ATP luminescence, 72 h; Potency, µM (series often up to 46.1 µM), without a hit: at the top dose activity change, negative = cytotoxic, hits mostly cytotoxic; 1.4% of 400,000 active; AID 1347075; also: potency is read from the fitted curve at half-maximal effect; % is scaled to controls: 0 for no effect and ±100 for the full control effect; nearly all actives have a fitted effect of over 60% in size
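Cytotoxicity measured as CellTiter-Glo luminescence after 72 h at 37 C. Compound titrations were pinned onto drug-naive KB-3-1 parental adenocarcinoma cells grown in DMEM with 10% FBS, and normalized data fitted to concentration-response curves.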
MCF10A rerep = DNA re-replication induction in MCF 10a cells | MCF 10A DNA re-replication, Hoechst nuclear intensity, 48 h | 2.9% of 350,000 active | Potency, µM (titrated, usually from 46.1 µM), for the others: at the highest dose activity, positive = re-replication, most hits filed as activators; also: potency is read from the fitted curve at half-maximal effect; % of control where 0% means no effect; nearly all actives have a fitted effect of over 50% in size
HT1080NT lethal = kills 2HG-producing HT-1080-NT fibrosarcoma cells; HT-1080-NT fibrosarcoma viability, CellTiter-Glo ATP luminescence, 48 h; Potency, µM (titrated, usually from 46.1 µM), inactives show at the top dose activity, negative = less viability, usual class: cytotoxic; 1.6% of 360,000 active; AID 686970;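 also: NT is the 2HG producing partner of a matched IDH1 knockdown line; potency is read from the fitted curve at half-maximal effect; 0% = DMSO-treated cells and -100% = media-only wells without cells; nearly all actives have a fitted effect of over 55% in size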
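Read-out is CellTiter-Glo luminescence after 10 minutes at room temperature, following 48 hours' compound treatment of HT-1080-NT cells (750 cells/well, RPMI, 5% FBS, 37 degrees C).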
The depositor's hits bear a star; i = inactive; ? = inconclusive; nt = no result given; & = joins results of further samples; ! = not active in a repeat; [ ] = dose if it differs, or a comment. Unless noted, calls follow the shape of the dose curve; as a rule, active = well fitted curve in the direction sought with a large enough effect; inconclusive = small, poorly fitted or top-dose-only effect, or another doubt; inactive = no such curve, though single readings can be large; an effect the other way counts as inactive or inconclusive.

The line under a structure holds: ATXN viability, IL-1B inflam inh, ATXN2 expr inh, SW480 rerep, HepG2 viability, HT1080 IDH1KD tx, KB-3-1 cytotox, MCF10A rerep, HT1080NT lethal
CCN(CC)C(=O)CSc1nc2ccccc2c(=O)n1CCC(=O)N1CCN(c2ccccc2)CC1
  nt, 7, -16%, -2%, 2%, 19%, 17%, -1%, 14%
COc1ccc(N2CCN(C(=O)COc3cccc4ccccc34)CC2)cc1
  i, -18, -10%, 16%, -36%, 2%, nt, ?, 0%
Cn1c(=O)c2c(nc(N/N=C/c3ccco3)n2C)n(C)c1=O
  i, -7, 0%, -12%, -5%, 10%, 23%, 0%, 9%
CC(C)(C)[C@H]1COC(=O)[C@@H](Cc2ccc(F)cc2)CC/C=C/C[C@@H](CC(=O)N[C@H](CO)Cc2ccccc2)C(=O)N1
  ?, -24, -21%, 19%, -27%, -7%, 5%, 10%, -17%
NC(=O)CC(NC(=O)Cc1cccc2ccccc12)c1ccc(NC2CCN(Cc3ccccc3)CC2)c([N+](=O)[O-])c1 (stereo unspecified)
  ?, 0, -25%, 2%, -51%, -16%, -27%, ?, -17%
COc1ccc(CNc2nc(NC(C)=O)nn2-c2ccccc2)cc1
  i, 7, -2%, 16%, 1%, 13%, -1%, -14%, -7%
CCOc1ccc(N(CC(=O)NCc2ccc(OC)cc2)S(=O)(=O)c2c(C)noc2C)cc1
  i, 11, -1%, 1%, -21%, -14%, 12%, 8%, -7%
CCc1ccccc1NS(=O)(=O)c1ccc2[nH]cc(C(=O)NC3CCCC3)c(=O)c2c1
  ?, -30, ?, -245%[inhibitor], -31%&0%, 18µM*, 15µM*!, ?, ?
Cc1sc2ncnc(SCc3ccco3)c2c1C
  i, 10, -6%, -3%, 1%, -6%, -32%, 15µM*, 0%
Cc1[nH]n(S(=O)(=O)c2ccccc2)c(=O)c1N=Nc1cccc(Cl)c1
  i, 4, -8%, -18%, 3%, 8%, -13%, ?, 6%
COc1ccc(CNC(=O)CN(C(=O)c2csnn2)c2ccc(C(C)=O)cc2)cc1
  i, 5, 25%, -10%, -15%, 8%, 8%, 0%, 15%
CC[C@@H](C)C(N)c1cn([C@@H](CCC(=O)O)C(=O)N2CCNCC2)nn1 (stereo partly specified)
  i, 59, 7%, 8%, 11%, 9%, -8%, 9%, 14%
Cc1[nH]c2ccccc2c1C(=O)CN1C(=O)NC(C)(c2ccc(Cl)cc2Cl)C1=O (stereo unspecified)
  i, -14, -3%, 1%, 2%, ?, ?, ?, ?
COc1ccc(Cc2c(-c3ccc(C)cc3)nc3ccc(Cl)cn23)c(C)c1
  ?, -4, -10%, nt, -17%, ?, -2%, nt, ?
O=C(N/N=C/c1ccc(O)cc1)c1ccc(COc2cc(Cl)ccc2Cl)o1
  i, 24, -16%, 2%, -52%, ?, -3%, 18µM*, ?

The closing two records of the part before are carried over, then new ones follow.
The line under a structure holds: ATXN viability, IL-1B inflam inh, ATXN2 expr inh, SW480 rerep, HepG2 viability, HT1080 IDH1KD tx, KB-3-1 cytotox, MCF10A rerep, HT1080NT lethal
COc1ccc(Cc2c(-c3ccc(C)cc3)nc3ccc(Cl)cn23)c(C)c1
  ?, -4, -10%, nt, -17%, ?, -2%, nt, ?
O=C(N/N=C/c1ccc(O)cc1)c1ccc(COc2cc(Cl)ccc2Cl)o1
  i, 24, -16%, 2%, -52%, ?, -3%, 18µM*, ?
O=C(O)CC(C(=O)O)N1C(=O)/C(=C/C=C/c2ccco2)SC1=S (stereo unspecified)
  ?, 7, -19%, -6%, -10%, -2%, 1%, -2%, -2%
O=C(NCc1ccc(F)cc1)C1CCN(S(=O)(=O)c2cccnc2)CC1
  i, 6, 0%, ?, -15%, -2%, 6%, -3%, 18%
Cc1ccc(C)c(CN2C(=O)NC3(CCCCCC3)C2=O)c1
  i, 9, -24%, -10%, 2%, -16%, -7%, 11%, 0%
O=C(COC(=O)c1ccc(Br)o1)NCc1cccs1
  i, -1, 1%, -5%, 0%, -1%, -16%, -2%, -1%
Cc1cc(C)c(C(=O)COC(=O)c2cc([N+](=O)[O-])ccc2NCCO)cc1C
  i, 28, -11%, -6%, 10%, -21%, -3%, 10%, -17%
CCOC(=O)CNC(=O)CSc1ccc2nnc(-c3ccc(F)cc3)n2n1
  i, 11, -32%, -12%, -5%, 2%, -3%, 4%, 1%
CCCn1nc(NC(=O)c2cccs2)c2cc3ccc(C)cc3nc21
  i, -16, nt, 15µM*, -17%, -3%, 3%, ?, -15%
COc1ccccc1CCC(=O)N(C)CC(=O)Nc1ccc(Cl)c(C(F)(F)F)c1
  i, 0, -8%, 11%, -9%, -10%, ?, 11%, -5%
O=[N+]([O-])c1cc(NCCO)c(N2CCCCCC2)c2nonc12
  ?, 10, -6%, -8%, 6%, -10%, 0%, 3%, -2%
Cc1ccsc1CNC1C2CC3CC(C2)CC1C3 (stereo unspecified)
  i, -8, -6%, 0%, -26%, -6%, 0%, 5%, -2%
CCOC(=O)C1=C(N)OC2=C(C(=O)CCC2)C1c1ccccc1OCC (stereo unspecified)
  nt, -10, nt, -25%, 6%, 2%, -7%, -2%, 5%
CCOc1ccc(NC(=O)C2CC(=O)N(Cc3ccco3)C2)cc1 (stereo unspecified)
  i, -8, nt, -4%, -4%, 0%, 7%, 16%, 1%
Cc1nc(C)c(-c2ccc(SCc3ccccc3F)nn2)s1
  ?, -4, nt, -7%, -9%, 0%, 1%, -3%, 8%
CCc1ccc(CNC(=O)CCn2ccc3cc(S(=O)(=O)N4CCCC4)ccc32)cc1
  i, -10, -36%, 2%, -22%, -27%, -15%, 13%, -28%
Cn1cccc1C(=O)OCC(=O)NCCc1ccccc1
  i, 9, 30%, -14%, -29%, 2%, 0%, -5%, 1%
Fc1ccccc1Nc1nc2ccccc2o1
  i, -16, 17%, 5%, 7.1µM*, -25%, ?, 7%, ?
CC(=O)NNC(=S)Nc1cccc(F)c1
  i, 0, 14%, -10%, -30%, 24%, 2%, -1%, ?
O=C(CN1CCN(c2ccc(Cl)cc2)CC1)N1CCCC1
  i, -1, -6%, -6%[9.22 µM], -5%, 8%, 0%, 6%, 10%
N#Cc1c(NC(=O)CSc2ncn[nH]2)sc2c1CCCCC2
  ?, -16, ?, ?, -26%, ?, 2%, -1%, ?
COc1ccc(CN2CC(C(=O)NCCc3ccc(Cl)cc3)CC2=O)cc1 (stereo unspecified)
  i, 18, -16%, -31%[inhibitor], 6%, -3%, 0%, 6%, 2%
CCCCn1c(N)c(N(CCOC)C(=O)CN(C)S(=O)(=O)c2ccc(F)cc2)c(=O)[nH]c1=O
  i, 15, -6%, 0%, -20%, -2%, ?, 0%, 0%
O=C(O)c1ccc2c(=O)[nH]c(CCl)nc2c1
  i, -6, -8%, -1%, 12%, 5%, 0%, 2%, 1%
CCOc1ccc(CC(=O)NNC(=S)NC)cc1
  i, nt, 0%, -56%[inhibitor], 17%, 16%, 6%, 1.3µM*, 21%
CCCCN(CCCC)C(=O)c1ccccc1NC(=O)CN1C(=O)c2ccccc2C1=O
  i, 8, 1%, -2%, 3%, 17%, 6%, 5%, 19%
COc1ccccc1/C=C/C(=O)OCC(=O)NC1CC1
  i, 27, 17%, 17%, -3%, 1%, 3%, -8%, 9%
CCOC(=O)c1c(C)nc(SCC(N)=O)c(C#N)c1-c1ccccc1
  i, 10, 4%, -696%[inhibitor], 6%, 1%, 0%, 0%, 12%
O=C(Cn1ccccc1=O)c1ccc(Cl)cc1
  i, -17, nt, ?, 9%, 20%, 3%, -5%, 15%
O=C(c1ccccc1)C1CC=CCC1C(=O)c1ccccc1 (stereo unspecified)
  i, -16, -1%, 5%, -7%, -3%, -5%, ?, -14%
O=C(c1ccco1)N1CCN(Cc2cn[nH]c2-c2cccc3ccccc23)CC1
  i, -16, nt, -10%, 25%, 5%, 0%, -1%, 6%
c1coc(CNc2nc3nonc3nc2NCc2ccco2)c1
  i, 24, -8%, -14%, -18%&-12%, ?, -29%&-16%, 15%, -16%
O=C(NC1CCCCC1)c1n[nH]c2c1CC(c1ccccc1)CC2 (stereo unspecified)
  i, -4, 15%, -5%, -9%, 12%, ?, -2%, 13%
COCCCNC(=O)CSc1nc2sc(C(=O)OC)c(C)c2c(=O)n1N
  i, 7, -20%[2.22 µM], 12%[1.84 µM], -8%, 12%, 3%, -3%, 21%

A different layout for 2 compounds above.
CCCCN(CCCC)C(=O)c1ccccc1NC(=O)CN1C(=O)c2ccccc2C1=O
  ATXN viability: i | IL-1B inflam inh: 8 | ATXN2 expr inh: 1% | SW480 rerep: -2% | HepG2 viability: 3% | HT1080 IDH1KD tx: 17% | KB-3-1 cytotox: 6% | MCF10A rerep: 5% | HT1080NT lethal: 19%

COCCCNC(=O)CSc1nc2sc(C(=O)OC)c(C)c2c(=O)n1N
  ATXN viability: i | IL-1B inflam inh: 7 | ATXN2 expr inh: -20%[2.22 µM] | SW480 rerep: 12%[1.84 µM] | HepG2 viability: -8% | HT1080 IDH1KD tx: 12% | KB-3-1 cytotox: 3% | MCF10A rerep: -3% | HT1080NT lethal: 21%
